High-throughput results (PubChem)
TTR transcr act: activators of transthyretin transcription; SH-SY5Y TTR promoter Gaussia luciferase, luminescence; 100% = recombinant luciferase protein wells; activation, % at 16.7 µM; 92,000 tested, 1.3% active; AID 1117267;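 active means activation above the mean of all tested compounds plus 3 SD, cut at about 9.5% in these data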;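 further: cells exposed to compounds for one day before reading; 0% = median of all test compound wells on the plate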
Numbers without * were called inactive.

TTR transcr act | SMILES
6.9 | CN1CCCC(OC(=O)c2ccc(C(C)(C)C)cc2)C1 (stereo not given)
-1.7 | CCOC(=O)c1cnn(-c2nc(-c3ccccc3)nc3c2COC(C)(C)C3)c1N
1.3 | COc1ccc2c(c1)c(C(=O)N/N=C/c1ccc(OC)c(OC)c1)c(C)n2C
0.6 | O=C(O)c1ccc(NC(=S)NC(=O)c2ccc(-c3ccc(Br)cc3)o2)cc1
0.5 | Cc1cc(Nc2ccc([N+](=O)[O-])cc2)nc2ccccc12
-0.9 | COc1ccc(C(=O)Nc2ccc(S(=O)(=O)N3CCOCC3)cc2)cc1[N+](=O)[O-]
-2.2 | Cc1nc([N+](=O)[O-])c(N2CCOCC2)n1Cc1ccccc1
0.0 | O=C(Nc1ccc(Cl)cc1)NN1CC(=O)N(c2cccc(C(F)(F)F)c2)CC1=O
0.0 | O=C(CCN1C(=O)/C(=C/c2ccccc2Cl)SC1=S)NN1CCOCC1
0.2 | CCNC(=S)Nc1ccc(C)c(Cl)c1
0.0 | FC(F)(F)c1ccccc1NC(=S)Nc1cccc2cnccc12
-1.1 | CCc1[nH]nc(C(=O)N2CCCC(N3CCN(c4ccccc4C)CC3)C2)c1C (stereo not given)
4.4 | Cc1ccc(C(O)Cn2nc(C)cc2C)cc1 (stereo not given)
0.7 | CCOC(=O)c1ccc(N2C(=O)Cc3ccccc3C2=O)cc1
-2.2 | O=C(CN1CCC(C(=O)O)CC1)Nc1ccccc1Oc1ccccc1
1.1 | NC(=O)CC(NC(=O)c1ccccc1)c1ccc(NC2CCC2)c([N+](=O)[O-])c1 (stereo not given)
2.1 | COc1ccc(-n2cnnc2SCC(=O)Nc2cc(C(C)(C)C)nn2-c2ccccc2)cc1
1.8 | Cc1ccc(S(=O)(=O)N2CCN(CCC#N)CC2)cc1
-0.9 | COC(=O)c1cc(NS(=O)(=O)c2ccc(C)c3ccccc23)ccc1N1CCOCC1
-0.9 | CCN(CC)C(=O)N1CCC(NC(=O)Cc2ccccc2)CC1
2.8 | COc1ccc(N(CC(=O)NC2CCCCC2)C(=O)CCCC(=O)Nc2ccccn2)cc1
-5.6 | COc1ccc2c(c1)/C(=C\c1cccc(/C=C3/C(=O)Nc4ccc(OC)cc43)n1)C(=O)N2
-1.2 | CN(Cc1ccccc1)C(=O)c1ccc(NC(=O)Cc2ccc(NC(=O)C3CCN(C(=O)C4CC4)CC3)cc2)cc1
-0.3 | COc1cccc(C(=O)NCC2CCCN(C(=O)c3ccc(C=O)cc3)C2)c1OC (stereo not given)
5.0 | COc1ccc(/C=N/NC(=O)CN2CCN(Cc3ccccc3)CC2)cc1Br

Copied from the list:
COc1ccc(/C=N/NC(=O)CN2CCN(Cc3ccccc3)CC2)cc1Br | TTR transcr act: 5.0
FC(F)(F)c1ccccc1NC(=S)Nc1cccc2cnccc12 | TTR transcr act: 0.0
COc1ccc(C(=O)Nc2ccc(S(=O)(=O)N3CCOCC3)cc2)cc1[N+](=O)[O-] | TTR transcr act: -0.9
COC(=O)c1cc(NS(=O)(=O)c2ccc(C)c3ccccc23)ccc1N1CCOCC1 | TTR transcr act: -0.9
CCc1[nH]nc(C(=O)N2CCCC(N3CCN(c4ccccc4C)CC3)C2)c1C (stereo not given) | TTR transcr act: -1.1

Going on with the list.
TTR transcr act | SMILES
-1.6 | OCCc1c[nH]c2ccc(OCc3ccccc3)cc12
-0.2 | CN(C)c1nc(N)c([N+](=O)[O-])c(NCC2CCCO2)n1 (stereo not given)
-0.2 | CN(C)S(=O)(=O)c1cc(NC(=O)CN2CCN(c3ccc(O)cc3)CC2)ccc1Cl
1.6 | CC(=N/O)/C(C)=N\NC(=O)c1ccccn1
2.5 | CCOC(=O)C1(Cc2ccccc2C(F)(F)F)CCN(C2CCCC2)CC1
-0.5 | Cc1ccc(C(=O)COC(=O)CCc2ccc(S(=O)(=O)N3CCCCC3)cc2)cc1
0.7 | CSc1ccc(CNCCN2CCOCC2)cc1
-0.4 | COCCNc1ccc(-c2nn(C)c(=O)c3ccccc23)cc1[N+](=O)[O-]
2.2 | COc1ccc(/C=C(\NC(=O)c2ccc(Cl)cc2)C(=O)NCc2cccnc2)cc1OC
-2.0 | Cc1ccccc1OCc1csc(N)n1
-1.7 | COc1cccc(N2C(=O)C(c3ccccc3)=C(c3nc4ccccc4s3)C2NC(C)=O)c1 (stereo not given)
-1.3 | O=C(Nc1ccc2c(c1)N(Cc1ccccc1)C(=O)c1ccccc1S2)NC1CC1
-0.9 | COC(CNC(=O)Cn1ncc2ccsc2c1=O)OC
1.1 | CN(C)c1ccc(/C=N/NC(=O)c2ccc(-n3cnnn3)cc2)cc1
-1.6 | COCC(=O)Nc1ccc(S(=O)(=O)Nc2onc(C)c2C)cc1
2.4 | CC(CCc1ccccc1)NC(=O)CCC(=O)N1CCC(C(N)=O)CC1 (stereo not given)
5.0 | O=C(NCCO)C(=O)Nc1cc2c3c(c1)CCC(=O)N3CCC2
3.7 | CC(=O)Oc1ccc(C(=O)O)c(OC(C)=O)c1
-1.3 | O=C(CN1CCN(Cc2ccccc2)CC1)N/N=C\C=C/c1ccco1
0.3 | COCCCNC(=O)C(=O)Nc1cc2c3c(c1)CCN3C(=O)CC2
-0.9 | COC(=O)c1c(NC(=O)COC(=O)c2ccc(O)cc2)sc2c1CCCCC2
7.4 | CC(C)(C)OC(=O)CNC(=O)c1nc[nH]c1C(=O)NCc1ccccc1
1.5 | O=C(CNC(=O)c1cccs1)NCC(=O)OCc1ccccc1Br
1.6 | CCOC(=O)CC(=O)CSc1nc(-c2ccccc2)cc(-c2ccccc2)c1C#N
2.5 | O=C(CCC1CCCCC1)NNC(=O)NC12CC3CC(CC(C3)C1)C2

5 compounds out of the list above, arranged by the value under TTR transcr act, low to high.
TTR transcr act | SMILES
-2.0 | Cc1ccccc1OCc1csc(N)n1
-1.7 | COc1cccc(N2C(=O)C(c3ccccc3)=C(c3nc4ccccc4s3)C2NC(C)=O)c1 (stereo not given)
-0.5 | Cc1ccc(C(=O)COC(=O)CCc2ccc(S(=O)(=O)N3CCCCC3)cc2)cc1
-0.2 | CN(C)c1nc(N)c([N+](=O)[O-])c(NCC2CCCO2)n1 (stereo not given)
5.0 | O=C(NCCO)C(=O)Nc1cc2c3c(c1)CCC(=O)N3CCC2

Additional results.
TTR transcr act | SMILES
2.3 | C[C@H]1CCC[C@@]2(O[C@H](CCO)C[C@@H](O)[C@@H]2O)O1
-0.6 | NNC(=O)c1sc(-c2ccccc2)cc1N
-0.4 | COc1ccccc1-n1cnnc1SCC(=O)NC1CCCC1
-1.3 | Cc1cccc(NC(=O)C[n+]2ccccc2)c1
-1.4 | CC1(C)CCC(=O)N2CC[C@H]3C[C@H](OC(=O)Nc4ccccc4)C[C@@H]1[C@H]32
1.3 | COc1ccc(C(C(=O)NC2CCCCC2)N(Cc2ccco2)C(=O)CNC(=O)c2ccco2)cc1 (stereo not given)
1.8 | CC(C)c1nn(-c2cc(C(F)(F)F)ccn2)c(=O)o1
-1.6 | CCc1nnc(N/N=C/c2ccc(O)c(OC)c2)n1N
4.6 | CCOC(=O)C1(C)CCCCN1C(=O)c1ccc(F)c(C)c1 (stereo not given)
-1.1 | CCC[N+](C)(C)C(C)C(OC(C)=O)c1ccccc1 (stereo not given)
-0.6 | CCOc1ccc(C(=O)NC(C(=O)NCc2ccccc2OC)C(C)C)cc1 (stereo not given)
-0.2 | Cc1cccc(OCC(=O)OCC(=O)c2c(N)n(C)c(=O)n(C)c2=O)c1C
-3.0 | Cc1ccc(-c2nnc(N3CCN(C(=O)COc4cccc(C)c4)CC3)c3ccccc23)cc1
0.4 | CC(=O)c1cnc2sccn2c1=O
2.1 | O=C(c1ccc2c(c1)OCO2)N1CCC2(CC1)Oc1ccc(F)cc1C(=O)C21CC(c2ccc(Cl)cc2)=NO1 (stereo not given)
7.3 | O=C1CCN(S(=O)(=O)c2ccc(Cl)cc2)CCN1
-0.1 | COC(=O)c1cn(CCOc2ccccc2F)c2ccccc12
2.1 | CCOC(=O)C(=CNc1ccc(NC2=NCC(C)(C)S2)cc1)C(=O)OCC
-2.1 | CC(=O)c1nn(-c2ccccc2)cc1C(=O)c1ccc(Br)cc1
-1.7 | COc1ccc(S(=O)(=O)N(CCC#N)Cc2ccco2)cc1OC
-0.7 | C=CCSc1nnc(NC(=O)c2ccc(S(=O)(=O)NCC3CCCO3)cc2)s1 (stereo not given)
-1.4 | O=C(CSc1nnc(Cc2ccccc2)o1)NCc1ccc2c(c1)OCO2
6.9 | Cc1ccc(Nc2nnc(SC3CCOC3=O)s2)c(C)c1 (stereo not given)
0.0 | NCC12CC3CC(C1)CC(c1ccc(Br)cc1)(C3)C2
-2.1 | CCOc1cccc(N(C(=O)CCC(=O)Nc2cc(C)on2)C(C(=O)NC(C)(C)C)c2ccc(OC)cc2)c1 (stereo not given)

Arranged by molar mass (rising): 3 of the compounds above
TTR transcr act | SMILES
-1.3 | Cc1cccc(NC(=O)C[n+]2ccccc2)c1
6.9 | Cc1ccc(Nc2nnc(SC3CCOC3=O)s2)c(C)c1 (stereo not given)
-0.6 | CCOc1ccc(C(=O)NC(C(=O)NCc2ccccc2OC)C(C)C)cc1 (stereo not given)

Next section:
TTR transcr act | SMILES
0.9 | CCC1NC(=O)c2cc3ccccc3cc2-n2c1nc1ccc(OC)cc1c2=O (stereo not given)
0.0 | COc1cccc(OC)c1C(=O)NC(=O)NNc1cc(C(F)(F)F)cc(C)n1
-1.0 | O=C1c2cccnc2C(=O)N1CNc1ccc(Cl)cc1
-0.1 | CN(Cc1ccccc1F)C(=O)c1ccc2c(=O)n3c(nc2c1)CCC3
-0.9 | O=C(c1cc(-c2ccc(Br)cc2)on1)N1CCc2ccccc2C1
1.8 | CCOC(=O)c1[nH]c2ccc(C(=O)OC)cc2c1C(=O)OCC
-1.1 | CC(C)[C@H](NC(N)=O)C(=O)NNC(=O)COc1cccc(C(F)(F)F)c1
2.5 | Cc1ccc(NC(=O)c2cc(S(=O)(=O)N3CCOCC3)ccc2F)c(C)c1
-1.4 | COc1ccc(Cn2cc(COC(=O)NCC(C)C)nn2)cc1
3.9 | COc1ccc(OCC(=O)N2CCc3c([nH]c4ccccc34)C2c2ccccn2)cc1 (stereo not given)
-0.3 | CC1=C(C(=O)N(C(C)C)C(C)C)CC(CC(=O)NCc2ccco2)C(=O)N1CCC1=CCCCC1 (stereo not given)
-0.9 | O=S1(=O)CC(N2CCN(c3ccccn3)CC2)CN1Cc1ccccc1 (stereo not given)
4.8 | CCc1nc2c(OCc3ccc4c(c3)OCO4)cccn2c1N(C=O)Cc1ccc(OC)cc1
-1.0 | CC1(C(=O)OCc2cc(=O)n3cc(Br)ccc3n2)CC1(Cl)Cl (stereo not given)
2.1 | CC(C)N1CCN(Cc2cccn2-c2ccccn2)CC1CCO (stereo not given)
9.7* | O=C(CCCC1=NS(=O)(=O)c2ccccc2N1)N1CCN(c2ccc([N+](=O)[O-])cc2)CC1
2.1 | O=C(CN1C(=O)COc2ccccc21)N1CCc2ccccc2C1
-1.1 | Cc1ccc(C)c(NC(=S)N2CCC(NC(=O)c3ccccc3)CC2)c1
-1.2 | CCOC(=O)c1ccc(S(=O)(=O)N2CCN(C/C=C/c3ccccc3)CC2)cc1
1.6 | Cc1cccc(C)c1NC(=O)C(C)n1c(-c2ccc(=O)[nH]c2)nc2ccccc21 (stereo not given)
0.0 | Cc1ccc(NC(=O)c2cc(N3C(=O)CCC3=O)ccc2N2CCOCC2)cc1
0.7 | O=S(=O)(Nc1ccon1)c1ccc(F)c(F)c1
-0.6 | CC(C)CCC1=NN(C(=O)c2ccco2)C(O)(C(F)(F)F)C1 (stereo not given)
-0.5 | NC(=O)c1cnccc1C=Cc1ccccc1
1.5 | CC1CCCC(C)N1/N=C/c1ccccc1Br (stereo not given)
-2.9 | CCC(=O)Nc1cccc(NC(=S)NC(=O)c2cccc(C)c2)c1
-1.1 | CCCCNC(=O)/C(C#N)=C/c1ccc2c(c1)OCCO2
0.8 | CC(C)c1ccc2[nH]c(O)c(N=NC(=O)c3cccc(S(=O)(=O)Nc4ccccc4Cl)c3)c2c1
-0.1 | O=C(NCC12CC3CC(CC(C3)C1)C2)c1nn2cccnc2c1Cl
-0.9 | CCOC(=O)C(CCCCP(=O)(c1ccccc1)c1ccccc1)(NC(C)=O)C(=O)OCC
0.1 | C[C@H](NC(=O)c1nc[nH]c1C(=O)NCCCCCN)C(=O)OCc1ccccc1
-0.5 | CN(C)/C=N/c1sc2c(c1C(N)=O)CCCC2
3.4 | COC1CCN(C(=O)c2cc(COc3cc(C)ccc3C)on2)CC1
1.6 | O=C1C=C(Nc2ccccc2)CC(c2ccccc2)C1 (stereo not given)
-0.6 | CCN(CCO)c1nc(N2CCCCC2)c2cnn(C)c2n1
2.3 | O=C(Nc1ccc2c(c1)OCCO2)c1ccc(S(=O)(=O)N2CCCCC2)cc1
-1.0 | CCCn1nc(C(=O)Nc2cccc(S(=O)(=O)N(C)c3ccccc3)c2)c2ccccc2c1=O
-0.8 | Cc1ccc(N2C(=O)NC(NC(=O)c3ccc(Cl)cc3)(C(F)(F)F)C2=O)cc1 (stereo not given)
0.0 | CCCCn1c(=O)cc(C)n(-c2ccccc2)c1=O
-0.2 | CC(C)CNc1cccc2c1S(=O)(=O)N(Cc1cn(Cc3ccccc3C(F)(F)F)nn1)Cc1ccccc1O2
-0.2 | CN(CCCN1CCOCC1)C(=O)c1ccc2nc(Cc3cccc(Cl)c3)oc2c1
1.8 | O=C(c1ccccc1)N1CCN(c2ccc([N+](=O)[O-])c(N3CCOCC3)c2)CC1
-6.5 | C=CC[C@@H](CC(=O)N(CCO)Cc1ccccc1)C(=O)N[C@H](COC(=O)[C@@H](CC=C)Cc1ccc(F)cc1)Cc1c[nH]c2ccccc12
-1.6 | CCNc1nc(NC(C)C)nc(N2CC(=O)N(CC(=O)OCC)C2=N)n1
2.0 | CC(C)CNC(=S)NNC(=O)c1ccccc1OC(F)F
3.8 | COc1ccc(S(=O)(=O)NCC2CCCO2)c(Cl)c1Cl (stereo not given)
-0.9 | CCOC(=O)c1cnc2c(C)c(C)ccc2c1NCCN1CCOCC1
1.4 | Cc1c(C)c(C)c(CN2CCCC2)c(C)c1C
0.1 | CCC(C(=O)OCC(=O)Nc1ccc(F)cc1)c1ccccc1 (stereo not given)
0.2 | O=C(/C(N=Nc1cccc(C(F)(F)F)c1)=C(/O)c1cccs1)C(F)(F)F

This is a subset; rates above refer to the full screens.
